Tb PFK inh – blocks T. brucei phosphofructokinase; T. brucei PFK, ADP-Glo luminescence; Potency, µM (highest dose often 57.5 µM), for inactives: at the highest dose activity, negative = inhibition, hits mostly inhibitors; O15648; AID 485367; 0.17% of 330,000 active;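 note: potency is the fitted concentration of half-maximal effect; 0% = uninhibited 1x PFK enzyme wells and -100% = no-enzyme wells; nearly all actives have a fitted effect of over 60% in size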
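ADP-Glo luminescence quantified ADP after 45 min at room temperature, with 1.25 nM T. brucei PFK, 0.1 mM ATP and 0.5 mM fructose-6-phosphate in pH 8.0 TEA buffer. qHTS titrations up to 57 µM; curves classified by quality.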
Integrin act MD – activates integrin-mediated alleviation for muscular dystrophy | alpha7betagal myoblasts, beta-gal FDG fluorescence, 48 h | 0.064% of 350,000 active | Potency, µM (series often up to 38.3 µM), without a hit: at the highest dose activation, usual class: activators | AID 624291;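 note: potency is the fitted concentration of half-maximal effect; 100% = response of the positive control SU9516; nearly all actives have a fitted effect of over 60% in size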
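alpha7betagal+/- myoblasts (passage 13, 250/well) treated 48 h at 37C with compounds at 1:260 dilution of DMSO stock. Lysed, then beta-galactosidase activity read as FDG fluorescence (ex 480/em 540) after 30 min, with pre-read for autofluorescence.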
B2AR arrestin – agonists driving beta-arrestin recruitment to human beta2-adrenergic receptor; beta-arrestin recruitment to beta2AR, cell-based reporter; Potency, µM (top dose mostly 46.1 µM), inactives show at the top dose activation, hits mostly activators; 0.02% of 330,000 active; AID 492947;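 note: potency is the fitted concentration of half-maximal effect; 0% = DMSO controls and full agonism = EC100 isoproterenol or metaproterenol; nearly all actives have a fitted effect of over 65% in size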
FBPA coupling cs – counter-screen for Giardia aldolase inhibitors: coupling enzyme system; coupling enzyme system counterscreen, AmpLite Red fluorescence; activity change, negative = inhibition, % at 58.2 µM, hits read low; 0.67% of 290,000 active; in the data active = activity change below about -30%; note: % is set by controls: 0 for no effect and ±100 for the full control effect
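First, compound is pin-transferred into glyceraldehyde-3-phosphate coupling-enzyme reagent at 57.5 uM final and held 10 min at RT. Next, substrate, coupling system and AmpLite Red are added. After 20 min RT, fluorescence (525/598 nm) is read.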
PKM2 act – PKM2 (human) enzyme activation | P14618 | purified PKM2, Kinase-Glo ATP luminescence, activation; response scale: 0% is enzyme alone, no compound | Potency, µM (titrated, usually from 57.5 µM), for the others: at the highest dose activation, actives largely listed as activators | 0.34% of 260,000 active | AID 1631; note: potency is the fitted concentration of half-maximal effect; % is set by controls: 0 for no effect and ±100 for the full control effect; nearly all actives have a fitted effect of over 55% in size
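ATP formation by purified human PK-M2, quantified via coupled luciferase luminescence after 1 h at room temperature with 0.1 mM ADP and 0.5 mM PEP final.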
ASM inhibitor – inhibitors of human secretory acid sphingomyelinase; P17405; placental ASM, HMU-PC fluorogenic substrate, 60 min; Potency, µM (doses to about 57.5 µM), for inactives: at the highest dose activity change, negative = inhibition, hits mostly inhibitors; 0.006% of 340,000 active; AID 504937; note: potency is the fitted concentration of half-maximal effect
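Human placenta-derived ASM enzyme was preincubated with compound for 10 minutes at room temperature, then given fluorogenic substrate HMU-PC0 (9 uM final) for 60 minutes at 37 °C; a pH 10 stop preceded fluorescence reading at Ex 386/Em 447 nm.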
Menin MLL FP TR – menin-MLL binding inhibition, Texas Red mutant peptide | O00255 | Menin + Texas Red MLL mutant peptide, fluorescence polarization | Potency, µM (doses to about 61.6 µM), for inactives: at the top dose FP activity change, negative = inhibition, actives largely listed as inhibitors | 0.23% of 270,000 active; active = well fitted inhibition curve with a large enough effect in the polarisation, with a control signal flat, not every such curve was filed as active; inconclusive = small, poorly fitted or top-dose-only effect, or effect the other way, or a change in a side signal; inactive = no such curve, though single readings can be large or run the other way; the % refers to the polarisation; note: potency is the fitted concentration of half-maximal effect; % of control where 0% means no effect; many of its hits are not listed in these tables
Target sequence (O00255 whole entry, looked up): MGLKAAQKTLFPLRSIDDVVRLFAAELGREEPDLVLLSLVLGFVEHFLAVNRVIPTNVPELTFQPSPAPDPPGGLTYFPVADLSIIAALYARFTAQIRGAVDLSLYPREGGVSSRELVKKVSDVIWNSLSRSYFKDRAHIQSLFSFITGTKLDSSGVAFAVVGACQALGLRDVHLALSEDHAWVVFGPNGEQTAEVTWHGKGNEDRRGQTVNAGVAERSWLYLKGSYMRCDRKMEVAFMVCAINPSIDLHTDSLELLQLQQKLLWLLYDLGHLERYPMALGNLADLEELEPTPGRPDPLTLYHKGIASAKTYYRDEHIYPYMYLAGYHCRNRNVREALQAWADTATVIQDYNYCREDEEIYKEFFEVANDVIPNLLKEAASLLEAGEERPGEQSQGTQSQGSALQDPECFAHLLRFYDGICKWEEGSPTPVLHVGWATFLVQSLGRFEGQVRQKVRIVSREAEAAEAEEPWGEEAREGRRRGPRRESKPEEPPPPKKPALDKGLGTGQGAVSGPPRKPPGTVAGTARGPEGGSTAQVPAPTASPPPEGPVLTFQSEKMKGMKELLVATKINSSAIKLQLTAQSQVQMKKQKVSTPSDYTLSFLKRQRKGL
GALK inh – galactokinase (human) inhibition | Potency, µM (titrated, usually from 57.5 µM), inactives show at the highest dose activity change, negative = inhibition, hits mostly inhibitors | P51570 | Purified GALK, Kinase-Glo residual ATP luminescence | 0.007% of 270,000 active; note: potency is the fitted concentration of half-maximal effect; % is set by controls: 0 for no effect and ±100 for the full control effect
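Luminescence from leftover ATP (Ultra-Glo luciferase/luciferin) served as read-out after a 1 h room-temperature reaction of 5 nM GALK with 35 uM ATP and 100 uM galactose.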
PTAP TSG101 blk – blocks PTAP/TSG101 interaction to inhibit HIV-1 budding | Fluorescence polarization, FITC-PTAP peptide / Tsg101 binding | Potency, µM (doses to about 115 µM), for inactives: top-dose activity change, negative = inhibition, hits mostly inhibitors | 340,000 tested, under 10 active | AID 493005; active = well fitted inhibition curve with a large enough effect in the main read-out, with a control signal flat, not every such curve was filed as active; inconclusive = small, poorly fitted or top-dose-only effect, or effect the other way, or a change in a side signal; inactive = no such curve, though single readings can be large or run the other way; note: potency is the fitted concentration of half-maximal effect; % of control where 0% means no effect
Target sequence (Q99816 whole entry, looked up): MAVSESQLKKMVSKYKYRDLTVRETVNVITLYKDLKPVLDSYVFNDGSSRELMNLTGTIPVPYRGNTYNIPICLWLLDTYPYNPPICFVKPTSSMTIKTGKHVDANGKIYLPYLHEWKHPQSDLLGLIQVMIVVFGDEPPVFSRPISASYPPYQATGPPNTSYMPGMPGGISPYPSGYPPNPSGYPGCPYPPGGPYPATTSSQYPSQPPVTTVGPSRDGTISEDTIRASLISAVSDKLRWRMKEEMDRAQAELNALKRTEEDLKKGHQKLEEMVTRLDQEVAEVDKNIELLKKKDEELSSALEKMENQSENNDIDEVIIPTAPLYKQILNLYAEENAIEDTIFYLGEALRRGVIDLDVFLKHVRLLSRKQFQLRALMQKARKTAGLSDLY
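Steps: Tsg101 binding domain dispensed (10 uM final), compounds pinned in DMSO, FITC-labeled PTAP-motif peptide added (50 nM final); after 20 min binding at room temperature, polarization measured.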
Giardia kill – Giardia lamblia killing; Giardia lamblia trophozoite viability; activity change, % at 7.66 µM, hits read low; 0.15% of 340,000 active; AID 540267; in the data active = activity change below about -80%; inconclusive = between about -30% and that limit;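 note: parasites exposed to compound for two days anaerobically before the ATP read; % is set by controls: 0 for no effect and ±100 for the full control effect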
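Trophozoite viability was measured as ATP-dependent luminescence, read 15-30 min after reagent addition. Before that, parasites at 100 cells/well were exposed to compounds for 48 h, anaerobically, at 37 deg C.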
BCR signal inh – blocks chronic active B-cell receptor signaling; Potency, µM (highest dose often 46.1 µM), for inactives: top-dose ratio change, negative = lower green/red ratio, hits mostly inhibitors; 0.05% of 340,000 active; ABC-DLBCL IkBa-CBG/CBR reporter, luminescence ratio, 4 h; AID 493014; active = well fitted inhibition curve with a large enough effect in the signal ratio, with a control signal flat, not every such curve was filed as active; inconclusive = small, poorly fitted or top-dose-only effect, or effect the other way, or a change in a side signal; the % refers to the signal ratio;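 note: potency is the fitted concentration of half-maximal effect; plate controls were basal doxycycline-induced cells for no effect and cells given 10 µM MG132 for full effect; MG132 reads +100%, hits lower the ratio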
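Doxycycline induced both beetle luciferases in TMD8 lymphoma cells; IKK-driven degradation limits the IkappaBalpha-fused green signal, while red luminescence normalises for cell number and nonspecific effects. Compounds tested up to 46 uM, 4 hrs.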
Starred values were filed as active, the others as inactive; ? = inconclusive; / = no result given; & = joins results of further samples; [ ] = remark or other dose. Unless noted, calls come from the whole dose curve; as a rule, active = well fitted curve in the direction sought with a large enough effect; inconclusive = small, poorly fitted or top-dose-only effect, or another doubt; inactive = no such curve, though single readings can be large; an effect the other way counts as inactive or inconclusive. These rows are one share of the data, so the mix of outcomes need not match the whole.

Compound,Tb PFK inh,Integrin act MD,B2AR arrestin,FBPA coupling cs,PKM2 act,ASM inhibitor,Menin MLL FP TR,GALK inh,PTAP TSG101 blk,Giardia kill,BCR signal inh
CCOC(=O)COc1ccc(S(=O)(=O)Nc2ccc(C)cc2)cc1,-5%,3%[7.66 µM],-2.0%,-4,-5%,2%,8%,-2%,-12%,1,?
CC(C)OC(=O)c1ccc(OC(=O)c2cccnc2)cc1,-18%,-5%,-0.1%,2,-19%,1%,-4%,1%,-1%,4,?
N#CC1=C(N)C(C#N)(C#N)[C@H](c2ccncc2)[C@H]2CN(C(=O)OCc3ccccc3)CC=C12,5%,-24%,-0.5%,0,9%,55%[activator],1%,-4%,/,4,?
COc1cccc(C(C(=O)NC2CCCCC2)N(C(=O)c2ccco2)c2ccc(-n3cnnn3)c(C)c2)c1 (stereo unspecified),1%,1%,-0.7%,2,-5%,2%,-6%,0%,-1%,8,6%
COc1ccccc1N1CCN(C(=O)CCc2ccc(S(=O)(=O)NC(C)C)cc2)CC1,-2%,-23%,-0.9%,0,-3%,-2%,-4%,5%,-4%,14,0%
S=c1[nH]nc(-c2ccco2)n1Cc1ccccc1,-5%,26%,0.0%,-6,-3%,-1%,-1%,-2%,0%,-6,-7%
O=C(Cc1c(F)cccc1Cl)Nc1ccccn1,1%,21%,-0.6%,0,-5%,2%,4%,-3%,-1%,7,3%
Cc1ccc2[nH]c(C(=O)N/N=C/c3ccccc3O)c(C)c2c1,-5%,8%,0.5%,1,/,1%,?,4%,-1%,20,?
CN1C[C@@H]2C(c3ccccc3)C3(c4ccc(C#N)cc4)CC2(C3)[C@H]1c1ccccc1 (stereo partly specified),2%,25%,0.0%,1&2,-1%&-3%,-2%,-9%,-2%,-1%,?,1%
NC(=O)c1c(NC(=S)Nc2ccccc2)sc2c1CCCC2,1%,15%,-0.4%,2,1%,2%,?,5%,-3%,-4,?
Cn1c(/C=N/NC(=O)c2ccccc2)nc2ccccc21,1%,-21%,-0.4%,0,2%,-1%,/,-4%,0%,-15,?
O=C(O)c1cc(NN=C2CCN(Cc3ccccc3)CC2)ccc1Cl,-4%,-17%,0.0%,-1,-12%,2%,/,4%,1%,3,?
CCN(CC)N=Nc1cccc(NC(C)=O)c1,-13%,0%,-0.5%,-1,-1%,-9%,-13%,2%,-7%,4,12%
CC(C(=O)Nc1ccc2c(c1)OCO2)N(c1ccc(Cl)cc1)S(C)(=O)=O (stereo unspecified),-9%,11%,-0.5%,1,-6%,-4%,-7%,0%,-9%,26,9%
N#C/C(=C\c1ccc(Cl)cc1)c1nc2ccccc2o1,-1%,16%,?,-3,9%,/,7%,0%,-4%,-6,?
C=CC[C@H](CC(=O)N[C@H](CO)Cc1ccccc1)C(=O)N[C@@H](COC(=O)[C@H](CC=C)CC(=O)OC(C)(C)C)Cc1c[nH]c2ccccc12,7%,-45%,0.5%,/,/,-14%,/,/,0%,3,?
CCC(C)[C@H](NC(=O)NCc1ccc(Cl)cc1)C(=O)OC (stereo partly specified),-3%,22%,-0.1%,3,1%,5%,9%,4%,0%,28,0%
CCC(C)c1ccc(NC(=O)COC(=O)C2CCCC2)cc1 (stereo unspecified),-2%,-5%,-0.8%,/,/,-2%,/,/,-3%,14,5%
O=c1[nH]cnc2onc(-c3ccc(F)cc3)c12,1%,2%,0.2%,4,/,-4%,-7%,4%,-5%,2,1%
C#CCNC(=O)C1=C[C@@H](c2cn(C(C)=O)c3ccccc23)C[C@@H](OCc2ccc(CO)cc2)O1,-7%,38%,0.3%,2,6%,-3%,-12%,0%,0%,14,12%
Cn1nnnc1SCc1cccc2ccccc12,-4%,20%,-0.1%,-4,-7%,-1%,1%,-3%,-2%,-2,-2%
COc1ccc(C2=Nn3c(nnc3C(F)(F)F)SC2)cc1,0%,-16%,-0.8%,2,/,-2%,-6%,6%,-1%,-21,-7%
CC(=O)Nc1ccc(Nc2cc(C)nc3c(-c4ccccc4)c(C)nn23)cc1,0%,4%,?,0,6%,2%,?,0%,0%,-2,0%
CCOc1ccccc1N1CCN(Cc2cc3c(cc2[N+](=O)[O-])OCO3)CC1,-4%,7%,-0.4%,-2,0%,0%,-2%,1%,-1%,11,0%
COc1ccc(C2C=C(c3cccs3)Nc3nc(CCCO)nn32)cc1 (stereo unspecified),-3%,/,0.5%,-8,1%,/,-26%,-4%,/,/,7%
Nc1ccc(-c2nc3c(ccc4ccccc43)[nH]2)cc1,0%,-48%,-0.4%,0,-2%[11.5 µM],41%[activator],?,6%,-4%,23,?
Cc1ccccc1-n1c(SCC(=O)N(C)C2CCS(=O)(=O)C2)nc2ccccc2c1=O (stereo unspecified),-3%,-34%[inhibitor],-0.8%,-1,-4%,0%,-20%,2%,-10%,4,?
Oc1ccc(-c2nccc(-c3ccccn3)n2)cc1,0%,?,-0.4%,-1,/,0%,0%,4%,-2%,37[activator],1%
CCC(C)(C)NC(=O)Cn1c(-c2ccccc2)cc(C(C)=O)c1C,0%,-2%,0.1%,2,0%,0%,-18%,5%,-6%,-18,2%
CC(C)(C)C1CCC(C(=O)OCC(=O)N2CCN(C(=O)c3ccco3)CC2)CC1 (stereo unspecified),-2%,-3%,-1.2%,1,3%,3%,-4%,-4%,-4%,14,0%
CC(C)(C)NC(=O)COc1ccc(CNc2ncn[nH]2)cc1,-2%,3%,-1.3%,1,-1%,7%,4%,-1%,1%,-1,2%
CCc1ccc(NC(=S)Nc2ccc(S(=O)(=O)Nc3ncccn3)cc2)cc1,5%,-3%,-0.9%,-2,-1%,-8%,-2%,0%,-4%,-7,6%
CCOC(=O)CNS(=O)(=O)c1c(C)noc1C,-6%,5%,-0.2%,2,-1%,0%,-3%,1%,-3%,10,?
COc1cccc(NC(=O)C2Cc3ccccc3CN2C(=O)c2ccco2)c1 (stereo unspecified),-26%,5%,0.5%,3,3%,5%,2%,7%,-12%,-14,?
Cc1c(NC(=O)c2ccc(Cl)c(S(=O)(=O)N3CCOCC3)c2)c(=O)n(-c2ccccc2)n1C,1%,-12%,-0.2%,4,1%,3%,-1%,5%,-4%,-3,-2%
CC(=O)Oc1c(Cl)cc(Cl)cc1/C=C/c1ccc2ccccc2n1,2%,?,-0.2%,-2,-1%,-10%,?,-1%,-1%,-2,?
COc1ccc(/C=C/C(=O)Nc2nc(N)n(-c3ccccc3)n2)cc1,7%,-2%,-0.8%,2,4%,-2%,1%,1%,-8%,-9,-7%
NC(=O)c1cc(S(=O)(=O)N2CCOCC2)ccc1N1CCCC1,2%,-7%,-0.2%,2,3%,2%,2%,-5%,-11%,-11,3%
O=C(CNC(=O)c1cc2c(n(-c3ccccc3)c1=O)CCCC2=O)c1ccccc1,-5%,22%,-0.2%,/,?,0%,/,7%,-3%,-11,?
COc1cccc(CNS(=O)(=O)c2c(C(=O)N3CCCCCC3)c(C)n(C)c2C)c1,-2%,-9%,0.2%,-1,-2%,2%,6%,0%,-8%,-16,3%
COc1cccc(/C=N/Nc2nc3ccccc3[nH]2)c1O,-5%,-50%[inhibitor],-0.1%,-6,-9%,108%[activator],/,6%,5%,1,?
S=C(Nc1cc(Cl)ccc1Oc1ccccc1)N1CCN(c2ccccn2)CC1,-2%,-18%,0.3%,-3,/,0%,49%[activator],-3%,-2%,16,-1%
CCOCCCNC(=S)N(CCO)Cc1cc2cc3c(cc2[nH]c1=O)OCCO3,-20%,-36%,-0.3%,1,2%,13%,-35%,-5%,-4%,6,?
COc1ccc(NC2=CC(c3ccc(OC)c(OC)c3)N(c3ccc(OC)cc3)C2=O)cc1 (stereo unspecified),5%,16%,-0.6%,-1,-13%,-1%,-1%,/,-3%,3,-10%
O=C(CN1CCCCC1)Nc1ccc(S(=O)(=O)N2CCCCCC2)cc1,2%,-6%,-0.4%,0,-6%,2%,1%,1%,-7%,-7,4%
Nn1c(SCC(=O)Nc2ccc3c(c2)OCCO3)nnc1C(F)(F)F,1%,3%,0.2%,1,-9%,0%,-16%,0%,1%,-17,-10%

Screening data from PubChem BioAssay.
